High-throughput results (PubChem BioAssay)
PhoP inhibition: inhibitors of PhoP regulon expression, primary screen, Salmonella Typhimurium, GFP reporter (AID 1863) | inhibition, % at 50 µM, or IC50 in µM where a hit was titrated | S. Typhimurium PhoP-regulated promoter GFP reporter, 4 h; higher % means a stronger effect | hit rate 0.16% among 300,000;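 active = inhibition over 29.93%, a cutoff 3 SD above the screen mean, later confirmed by dose response; inconclusive = inhibition over 29.93% but no dose response follow-up; inactive = inhibition at most 29.93% or unconfirmed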;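 also: 0% = low Mg2+ inducing control and 100% = high Mg2+ repressing control; strong numbers were not always called active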
T cell HTS: modulates CD8 T cell binding to vesicles. hit rate 0.068% among 330,000. calls only at 7 µM. AID 2052. 2C CD8+ T cell-vesicle binding, flow cytometry; hits give low values;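 active = response, share of CD8 T cells binding vesicles, and their 90th percentile fluorescence all below set limits, cut at about 80% in these data, passing the limit was not always enough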
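Assay system: 2C TCR transgenic mouse naive CD8+ T cells, MACS-purified | Read-out: CD8+ gate FL2 mean fluorescence as % of same-row positive control | Signal: High-throughput flow cytometry with anti-B7-1 and anti-CD8 staining | Timing: Binding step 1.5 h, 37 °C, antibody labelling 20 min, ice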
TNAP activators: human TNAP enzyme activators, primary screen, biochemical, luminescent, no phosphate acceptor, uHTS (AID 1001). purified TNAP, luminescent activation assay, no phosphate acceptor; higher activation fold means a stronger effect. activation fold at 20 µM, or EC50 in µM where a hit was titrated. hit rate 0.03% among 200,000; in the data active = activation fold from about 3, or a potency from the dose series; inactive = the rest, 99 in 100 with activation fold below about 1.6; also: many of its hits are not listed in these tables
SV40 large T antigen: SV40 large T antigen inhibitors, biochemical (AID 1903); SV40 large T antigen ATPase/helicase inhibition assay; higher % means a stronger effect; one-dose inhibition, % at 20 µM; IC50 in µM for titrated hits; hit rate 0.39% among 310,000; in the data active = a potency from the dose series; inconclusive = inhibition mostly from about 32% at the one dose, without a potency; inactive = the rest, 99 in 100 with inhibition below about 32%; also: strong numbers were not always called active
Rac1 GTP hydrolysis: MgcRacGAP GTPase-activating activity inhibitors, confirmation, biochemical, ADP Hunter fluorescence. MgcRacGAP-stimulated Rac1 GTP hydrolysis, ADP Hunter fluorescence; higher % means a stronger effect; GST-tagged Rac1 F28L mutant substrate. inhibition, % at 30 µM; hits with a dose series show IC50 in µM. hit rate 0.6% among 340,000;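 active = first-screen hits whose inhibition reached a set limit at any dose in the follow-up dose series; inconclusive = inhibition above the set first-screen limit but never retested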;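 also: fluorescence reports GDP produced by GAP-driven GTP hydrolysis; strong numbers were not always called active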
UTI89 phage lysis: inhibition of K1F phage lysis, E. coli UTI89, bacterial capsule biogenesis inhibitors, alamar blue (AID 488966). E. coli UTI89 K1F phage lysis, alamar blue, 2 h; higher % means a stronger effect. one-dose inhibition, % at 100 µM; IC50 in µM for titrated hits. hit rate 0.02% among 340,000;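 active = phage lysis inhibition, versus mean bacterial control, above a set limit; inconclusive = no clear call, values can overlap the other calls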;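 also: capsule biogenesis inhibitors block K1F phage lysis so surviving cells raise fluorescence; higher fluorescence means more inhibition of phage lysis; actives were called in the ten point dose series up to 300 µM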
NTR1 agonist: agonists of NTR1, primary screen, imaging, U2OS cells, beta-arrestin-GFP, high content (AID 493036) | NTR1-U2OS beta-arrestin-GFP spot imaging, agonist mode | activation, % at 20 µM | hit rate 0.17% among 330,000;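 active = activation at or above 40% of the spot to cytoplasm intensity ratio, with at least 20 cells analyzed; inconclusive = wells under 20 cells, flagged as cytotoxic or low count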;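 also: 0% = DMSO without peptide and 100% = 100 nM NTR1 peptide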
Target sequence (P30989 whole entry, looked up): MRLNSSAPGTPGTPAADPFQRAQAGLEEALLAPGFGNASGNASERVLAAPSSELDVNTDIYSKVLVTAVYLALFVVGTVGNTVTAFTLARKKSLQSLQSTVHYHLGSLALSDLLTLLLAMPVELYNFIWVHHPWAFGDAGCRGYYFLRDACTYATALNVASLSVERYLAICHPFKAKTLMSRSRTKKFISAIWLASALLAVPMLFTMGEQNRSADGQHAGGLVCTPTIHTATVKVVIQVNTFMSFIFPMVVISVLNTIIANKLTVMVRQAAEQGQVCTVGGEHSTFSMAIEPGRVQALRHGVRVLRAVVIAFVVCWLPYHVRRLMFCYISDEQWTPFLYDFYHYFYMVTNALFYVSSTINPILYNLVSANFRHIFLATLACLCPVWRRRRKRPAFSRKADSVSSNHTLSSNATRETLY
Myeloid diff 2: promotes myeloid progenitor differentiation; ER-HoxA9 myeloid progenitors, lysozyme-GFP differentiation, flow cytometry; calls only at 10 µM; hit rate 1% among 360,000;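 active = normalized GFP-positive differentiation at or above the plate's own cutoff, the solvent-only control mean plus 3 SD; inconclusive = no clear call, values can overlap the other calls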;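 also: cells exposed to compound for four days before flow analysis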
RSV CPE inhibition: RSV antiviral activity via CPE protection, HEp-2 cells, primary 10 µM value included (AID 2391); one-dose CPE inhibition, % at 10 µM; IC50 in µM for titrated hits; HEp-2 cells, RSV-induced CPE inhibition; higher % means a stronger effect; hit rate 0.13% among 310,000; in the data active = a potency from the dose series; inconclusive = CPE inhibition mostly from about 23% at the one dose, without a potency; inactive = the rest, 99 in 100 with CPE inhibition below about 21%; also: strong numbers were not always called active
T cell HTS vesicle-bound %: second read-out of T cell HTS, no call of its own (marks repeat the call); double positive events, %; measured here: CD8+ vesicle-bound cell fraction;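 binding gate set so that unloaded-vesicle control wells show 10% double positive cells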
NTR1 agonist cell count 20 µM: recorded beside NTR1 agonist, whose call it bears; cell count; measured here: cell count, cytotoxicity flag
Myeloid diff 2 GFP+ MAC1+ %: second read-out of Myeloid diff 2, no call of its own (marks repeat the call); GFP+ MAC1+ double positive, %; measured here: differentiation confirmed by MAC1 staining
Numbers without * were called inactive; i = inactive; u = inconclusive; x = not tested or not shown; [ ] = remark or other dose.

Fields – NTR1 agonist | SV40 large T antigen | RSV CPE inhibition | UTI89 phage lysis | T cell HTS vesicle-bound % | Myeloid diff 2 GFP+ MAC1+ % | TNAP activators | Rac1 GTP hydrolysis | Myeloid diff 2 | T cell HTS | NTR1 agonist cell count 20 µM | PhoP inhibition
COc1ccccc1NS(=O)(=O)c1cc(C(=O)N2CCCC2)ccc1C
 : 1.0 | x | 0.1% | 0.7%[50 µM] | 49 | 0.3 | x | 6% | i | i | 78 | x
O=C(Nc1cccc(NC(=O)c2cccs2)c1)c1ccc([N+](=O)[O-])o1
 : 6.9 | 3% | -1.7% | -3.3%[50 µM] | 30 | x | x | 9% | u | i | 50 | 8%
CCc1ccccc1N(C)S(=O)(=O)c1cc(-c2cc(C)no2)ccc1OC
 : 2.3 | 11% | 4.7% | 1.1% | 33 | 1.3 | x | 8% | i | i | 63 | 0%
CC(C)[C@H](NC(=O)N1CCn2c1nc1ccccc12)C(=O)N[C@@H](Cc1ccccc1)C(=O)O
 : -0.3 | -4% | 2.3% | 3.2% | 37 | 3.4 | x | 4% | i | i | 87 | 7%
COc1ccc(C(=O)COC(=O)CN2C(=O)C3C4C=CC(C4)C3C2=O)cc1 (stereo not given)
 : -1.6 | 5% | 0.5% | 3.7% | 39 | 0.6 | 1.1 | 6% | i | i | 62 | 8%
O=C(Cc1ccc(Br)cc1)Nc1ccc(S(=O)(=O)NCC2CCCO2)cc1 (stereo not given)
 : 1.9 | -2% | 4.9% | -1.9% | 64 | 0.5 | 1.1 | -1% | i | i | 42 | -10%
COC(=O)c1sccc1-n1cccc1C(=O)NCc1ccccc1
 : -0.4 | 24% | 2.1% | 0.2% | 36 | 0.4 | 1.1 | 12% | i | i | 43 | 3%
CCc1ccc(Cn2nnc(C(=O)Nc3cccc(C)c3)c2N)cc1
 : -1.1 | 3% | -0.3% | 8.1% | 56 | 0.8 | 1.2 | 9% | i | i | 54 | 3%
CCSc1nc(C(F)(F)F)cc(=O)n1-c1ccccc1
 : 1.3 | 8% | 1.5% | 0.3% | 54 | 1.9 | 1.1 | 7% | i | i | 75 | 3%
Cc1nc2ccccc2n1CC(=O)NCCN1CCCC1
 : 0.7 | 8% | 0.7% | 0.6% | 60 | 1.3 | 1.1 | 7% | i | i | 79 | -12%

Results in Myeloid diff 2, for 4 of the compounds above:
molecule | Myeloid diff 2
O=C(Nc1cccc(NC(=O)c2cccs2)c1)c1ccc([N+](=O)[O-])o1 | u
CCc1ccccc1N(C)S(=O)(=O)c1cc(-c2cc(C)no2)ccc1OC | i
CC(C)[C@H](NC(=O)N1CCn2c1nc1ccccc12)C(=O)N[C@@H](Cc1ccccc1)C(=O)O | i
COc1ccc(C(=O)COC(=O)CN2C(=O)C3C4C=CC(C4)C3C2=O)cc1 (stereo not given) | i

Next part:
Fields – NTR1 agonist | SV40 large T antigen | RSV CPE inhibition | UTI89 phage lysis | T cell HTS vesicle-bound % | Myeloid diff 2 GFP+ MAC1+ % | TNAP activators | Rac1 GTP hydrolysis | Myeloid diff 2 | T cell HTS | NTR1 agonist cell count 20 µM | PhoP inhibition
Cc1cccc(NC(=O)CSc2nnc(-c3ccco3)n2CC2CCCO2)n1 (stereo not given)
 : -0.7 | 14% | -0.4% | -3.0% | 66 | 0.1 | 1 | 1% | i | i | 64 | -3%
O=C(Nc1nc2ccccc2[nH]1)c1ccccc1F
 : 1.6 | 4% | -1.2% | 1.2% | 24 | 5.2 | 1.2 | 12% | i | i | 89 | 1%
Cc1nc2ncnn2c(C)c1CCC(=O)NCc1ccco1
 : 0.0 | 9% | 1.1% | 0.3% | 38 | 0.7 | 1.1 | -2% | i | i | 80 | 5%
O=C(NC1CC1)C1=C[C@H](c2ccc(Br)cc2)C[C@H](OCc2ccc(CO)cc2)O1
 : 2.1 | 13% | 3.0% | 0.0% | 22 | 0.5 | x | 14% | i | i | 40 | -3%
COc1ccc(/C=C2/C(=O)N(c3ccccc3)N=C2C)cc1
 : -0.8 | u | 3.0% | x | 12 | 1.1 | x | x | i | i | 62 | x
COc1ccc(CC(=O)N/N=C/C=C/c2cccc([N+](=O)[O-])c2)cc1OC
 : 2.8 | 12% | 3.1% | x | 50 | 0.4 | x | x | i | i | 49 | -11%
O=c1c2c3c(sc2nc2sc(CN4CCOCC4)cn12)CCCC3
 : x | 22% | x | 6.8% | x | 0.5 | 1 | 5% | i | x | x | 7%
CCc1nnc(NC(=O)CSc2nnc(Cc3cc(=O)[nH]c(=O)[nH]3)n2-c2cccc(OC)c2)s1
 : -0.5 | 5% | 0.6% | 0.4% | 46 | 0.7 | 1.2 | 8% | i | i | 83 | -2%
C/C(=N\NC(=O)c1cccc(Cl)c1)c1cccc(NC(=O)c2ccco2)c1
 : 0.4 | 6% | 2.9% | 0.1% | 29 | 0.7 | 1 | 17% | i | i | 30 | -2%
CC1(C)CC(=O)C2=C(C1)OC(N)=C(C#N)C2c1cn(-c2ccccc2)nc1-c1ccccc1 (stereo not given)
 : 8.8 | 5% | 6.2% | 0.4%[50 µM] | 22 | 0.6 | 1.1 | 6% | i | i | 38 | 7%
CCOc1ccc(C(=O)NC(=S)NCCCN2CCOCC2)cc1
 : 0.3 | 14% | -0.2% | 1.6%[50 µM] | 62 | 4.5 | x | 3% | i | i | 69 | -1%
C/C(=N\NC(=O)CCC(=O)Nc1ccc(C)c(C)c1)c1cccs1
 : 0.1 | 55% | -1.5% | 0.1% | 57 | 0.3 | 1.1 | 8% | i | i | 25 | 8%
CCOc1cc(N2CCOCC2)c(OCC)cc1NC(=O)c1c(-c2ccccc2)noc1C
 : -1.5 | x | x | 0.8%[50 µM] | 34 | 0.8 | x | 8% | i | i | 50 | x
NC(=O)NC(=O)COC(=O)c1ccc(OC(F)F)cc1
 : -1.1 | 5% | 1.8% | -1.4% | 42 | 0.2 | 1.2 | 5% | i | i | 30 | -3%
Cc1cc(C)c(OCC(=O)OCC(=O)NCCC2=CCCCC2)c(C)c1
 : -0.6 | 9% | -2.1% | 0.1%[50 µM] | 26 | 1.5 | x | 0% | i | i | 47 | 4%
CCOc1ccccc1CN1CCN(CCCn2cccn2)CC1CCO (stereo not given)
 : -1.6 | -3% | -0.8% | 0.1% | 58 | 0.3 | 1.1 | 2% | i | i | 95 | 3%
CCOc1ccccc1N1CCN(C(=O)CNC(=O)c2ccc(OC)c(OC)c2)CC1
 : -0.9 | 9% | 0.2% | -0.5% | 13 | 0.6 | x | 3% | i | i | 51 | -3%
C=CCSc1n[nH]c(-c2cccs2)n1
 : 1.0 | 3% | 2.5% | 0.2% | 7 | 0.5 | x | 6% | i | i | 93 | 1%
O=C(CCCN1C(=O)/C(=C/c2ccc3c(c2)OCO3)SC1=S)Nc1ccc(C(=O)O)cc1
 : -0.6 | 30% | -0.1% | -0.7%[50 µM] | 28 | 1.0 | x | 9% | i | i | 68 | -3%
N#CC1(C#N)C(C(N)=O)C1c1ccccc1 (stereo not given)
 : 0.3 | 8% | 1.3% | 4.5% | 22 | 0.8 | 1 | 6% | i | i | 58 | -13%

A few values from the entries so far:
`CCSc1nc(C(F)(F)F)cc(=O)n1-c1ccccc1` – T cell HTS vesicle-bound %: 54
`NC(=O)NC(=O)COC(=O)c1ccc(OC(F)F)cc1` – UTI89 phage lysis: -1.4%

(more compounds)
Fields – NTR1 agonist | SV40 large T antigen | RSV CPE inhibition | UTI89 phage lysis | T cell HTS vesicle-bound % | Myeloid diff 2 GFP+ MAC1+ % | TNAP activators | Rac1 GTP hydrolysis | Myeloid diff 2 | T cell HTS | NTR1 agonist cell count 20 µM | PhoP inhibition
COc1ccc(C(=O)Oc2ccc(/C=N/O)cc2)cc1
 : 0.5 | 13% | 1.8% | 0.8% | 28 | 0.5 | 1.1 | 24% | i | i | 72 | 13%
Cc1[nH]c2ccccc2c1C(=O)COC(=O)c1ccc[n+]([O-])c1
 : 0.9 | -28% | 0.2% | 0.5%[50 µM] | 49 | 0.9 | x | 10% | i | i | 68 | 5%
O=C(OCc1nnc(-c2ccccc2)o1)C1CCN(C(=O)c2ccc(Cl)cc2)CC1
 : 0.4 | x | x | -0.1%[50 µM] | x | 1.0 | x | 2% | i | x | 48 | x
Cc1ccc(C)c2[nH]c(=O)c(CCNC(=O)c3ccc(Br)o3)cc12
 : -0.9 | x | 18% | 0.2% | 40 | 4.9 | x | 3% | i | i | 45 | x
CCCn1nnnc1NCc1cccc(Cl)c1
 : 0.2 | -1% | -0.1% | 2.0% | 50 | 0.5 | x | 14% | i | i | 59 | 15%
Cc1ccc(-n2ncc3c(=O)n(CC(=O)N4CCN(c5ccccc5)CC4)cnc32)cc1
 : 3.4 | 0% | 0.2% | 0.3% | 47 | x | 1.1 | -2% | x | i | 47 | 2%
COc1cccc(NC(=O)/C=C/c2ccc([N+](=O)[O-])cc2)c1
 : 2.0 | 18% | u | 0.2% | 31 | 0.5 | x | 13% | i | i | 53 | 1%
COc1cc(/C=N/NC(=O)c2ccc(=O)[nH]n2)ccc1O
 : -1.0 | u | 1.8% | 6.1% | 54 | 0.6 | 1.4 | 24µM* | i | i | 49 | 19%
COc1ccc(N2CCN(Cc3cc(=O)oc4cc(C)c(Cl)cc34)CC2)cc1
 : -1.7 | 4% | 1.1% | 0.7% | 40 | 0.4 | 1.1 | 3% | i | i | 46 | -13%
Cc1ccc(C(C)(C)C)cc1S(=O)(=O)Nc1nc2ccccc2nc1Cl
 : 6.3 | 15% | 19% | -0.1% | 41 | 0.5 | x | 7% | i | i | 71 | -8%
CN1CCc2nc(SCc3ccc(C(C)(C)C)cc3)c(C#N)cc2C1
 : 14 | 6% | 2.0% | 3.8% | 38 | 4.6 | 1 | 5% | i | i | 60 | -4%
Cn1c(SCC(=O)c2ccccc2)nnc1-c1ccco1
 : -0.4 | -12% | 1.7% | 0.6% | 12 | 1.4 | 1 | 2% | i | i | 82 | 12%
Cc1cc(O)c(Oc2cc(C)cc(O)c2O)c(O)c1
 : -0.2 | 37% | 3.9% | -4.8% | 38 | 1.0 | 0.7 | -38% | i | i | 99 | -11%
COCCCNC(=S)NCCNc1nc2c(C)c(C)ccc2cc1C#N
 : x | 6% | x | -0.2% | x | 0.1 | 1.1 | 10% | i | x | x | -13%
